Screening data from PubChem BioAssay.
UBC13 polyUb: inhibitors of human UBC13 polyubiquitin chain formation; inhibition, % at 20 µM; TR-FRET; hit rate 0.47% among 330,000; P61088; in the data active means inhibition above about 45%, passing the limit was not always enough
Target sequence (P61088 whole entry, looked up): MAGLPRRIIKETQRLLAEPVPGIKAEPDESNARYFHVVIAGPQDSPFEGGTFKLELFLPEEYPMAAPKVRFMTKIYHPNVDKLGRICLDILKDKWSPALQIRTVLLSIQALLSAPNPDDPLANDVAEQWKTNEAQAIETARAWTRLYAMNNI
EBI2 block: EBI2 (human) antagonism; inhibition, % at 5 µM; AID 651636; EBI2 beta-arrestin recruitment, luminescence, 7a,25-OHC stimulated; P32249; hit rate 0.81% among 360,000; in the data active means inhibition above about 38%;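 further: enzyme fragment complementation signal reports receptor beta-arrestin coupling in cells; 0% = agonist plus DMSO wells and 100% = wells without agonist; some results beyond the cut were filed as inactive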
Target sequence (P32249 whole entry, looked up, the tested form may be a part): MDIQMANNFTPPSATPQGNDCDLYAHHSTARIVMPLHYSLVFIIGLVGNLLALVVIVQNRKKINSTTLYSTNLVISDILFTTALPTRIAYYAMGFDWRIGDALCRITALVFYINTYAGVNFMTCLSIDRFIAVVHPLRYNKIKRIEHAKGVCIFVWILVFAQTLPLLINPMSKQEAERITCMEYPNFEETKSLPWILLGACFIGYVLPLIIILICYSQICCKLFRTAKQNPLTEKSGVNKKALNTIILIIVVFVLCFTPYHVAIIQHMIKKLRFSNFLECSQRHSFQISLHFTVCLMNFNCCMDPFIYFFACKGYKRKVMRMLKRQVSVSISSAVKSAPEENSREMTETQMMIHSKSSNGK
Gli-Sufu block: Gli-Sufu pathway antagonism; Sufu-KO-LIGHT fibroblasts, Gli luciferase reporter luminescence; inhibition, % at 5 µM; hit rate 0.74% among 340,000; AID 588413;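 active means inhibition above about 55%, limit read from the data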;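 further: 0% = DMSO-treated cells and 100% = wells with medium but no cells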
Jurkat NFkB inh: inhibitors of the PMA/ionomycin-induced NF-kB reporter in Jurkat cells; PMA/ionomycin-induced NF-kB luciferase reporter, luminescence; inhibition, % at 4 µM; hit rate 0.53% among 330,000; AID 435003
SENP8 block: inhibitors of human SENP8 protease. Q96LD8. purified SENP8, Z-RLRGG-aminoluciferin cleavage, luminescence. inhibition, % at 10 µM. hit rate 1.2% among 330,000
697 NFkB inh: inhibitors of the PMA/ionomycin-induced NF-kB reporter in 697 B cells | AID 435022 | hit rate 0.33% among 330,000 | inhibition, % at 4 µM | 697 B-cell NF-kB luciferase reporter, 16 h; in the data active means inhibition above about 35%
Apaf1 inhib: blocks human Apaf-1 apoptosome activity; O14727; reconstituted apoptosome caspase-3 activity, DEVD-Rh110 fluorescence; inhibition, % at 20 µM; hit rate 0.71% among 330,000; AID 489030; active means inhibition of at least 40% at 20 µM;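 further: plate controls were DMSO wells for no effect and DEVD-CHO caspase inhibitor wells for full effect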
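Assay system – apoptosome proteins · Medium – Hepes buffer, pH 7.5 · Also added – cytochrome c with DEVD-Rh110 · Timing – 30 min compound preincubation, 50 min activation, room temperature · Detection – Rh110 fluorescence, excitation 480 nm, emission 540 nm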
CCR6 antagonist: CCR6 (human) receptor antagonism | inhibition, % at 20 µM | AID 493098 | CHO-K1 CCR6 PathHunter beta-arrestin, luminescence, CCL20-stimulated | hit rate 0.49% among 340,000 | P51684;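 active means compounds whose inhibition of the agonist-driven luminescence signal at 20 µM reaches about 50%, limit read from the data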;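 further: cells stimulated with CCL20 at 14 nM final; plate controls were DMSO with CCL20 for no effect and DMSO without agonist for full effect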
Target sequence (P51684 whole entry, looked up): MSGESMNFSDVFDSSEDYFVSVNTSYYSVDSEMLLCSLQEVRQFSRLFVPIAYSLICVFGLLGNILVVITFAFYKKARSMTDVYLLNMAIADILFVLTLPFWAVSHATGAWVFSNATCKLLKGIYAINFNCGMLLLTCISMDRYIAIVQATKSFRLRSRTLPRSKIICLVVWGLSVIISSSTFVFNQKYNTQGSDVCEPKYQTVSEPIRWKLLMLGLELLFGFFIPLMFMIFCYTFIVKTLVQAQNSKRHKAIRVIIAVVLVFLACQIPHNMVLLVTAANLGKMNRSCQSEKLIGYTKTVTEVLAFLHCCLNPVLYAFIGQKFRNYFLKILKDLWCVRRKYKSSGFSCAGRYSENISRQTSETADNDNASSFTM
* hit, by the source's call; · = no result given. Unless noted, no stated cut-off is given here; in the data, active means inhibition above about 50%; inactive means the rest. A portion of the library, so the mix of outcomes need not match the whole.

1	Cc1ccc(-c2nnc(SCC(=O)N3CC(C)CC(C)C3)o2)cc1C (stereo not drawn)
2	CSc1ccc(-c2nc(CN(C)C3CCOC3)c(C)o2)cc1 (stereo not drawn)
3	CCn1c(COc2ccccc2C)nnc1SCC(=O)CC(=O)Nc1ccccc1
4	CCOC(=O)c1nnn(-c2nc(N3CCCC3)nc(N3CCCC3)n2)c1-c1ccccc1
5	COc1ccc(NC(=O)CS(=O)c2ccc(Br)cc2)cc1 (stereo not drawn)
6	CC(=O)NS(=O)(=O)c1ccc(NC(=O)CCC(=O)Oc2ccc(C)cc2)cc1
7	C=CCC1(N(C(C)=O)c2ccccc2C)CCCCC1
8	C=CCN1C(c2ccccc2)=CS/C1=C(/C#N)c1nnc(N2CCOCC2)n1-c1ccccc1

screen / no.	1	2	3	4	5	6	7	8
UBC13 polyUb	9	0	5	2	1	3	0	-13
EBI2 block	-2	2	2	5	-1	-5	12	1
Gli-Sufu block	-9	-7	1	-2	2	-7	-5	6
Jurkat NFkB inh	9	-17	4	16	2	-17	-6	8
SENP8 block	1	6	-3	6	-6	3	-10	0
697 NFkB inh	20	-5	9	-33	8	-16	-10	4
Apaf1 inhib	10	-3	4	25	-5	2	13	-6
CCR6 antagonist	22	4	-3	6	5	5	14	7

9	COc1ccc(/C=N/NC(=O)CCc2c(C)n[nH]c2C)cc1O
10	Clc1ccc(-c2nn3c(C4COc5ccccc5O4)nnc3s2)cc1 (stereo not drawn)
11	CCCCC(=O)Nc1nc(C)c(-c2csc(Nc3cc(OC)ccc3OC)n2)s1
12	CSc1ccc(S(=O)(=O)NCc2ccccc2Cl)cc1
13	COc1ccccc1N1CCN(S(=O)(=O)CCNC(=O)CCCc2ccccc2)CC1
14	COc1cccc(C(=O)NC2CCCc3c2cnn3-c2cc(C)cc(C)c2)c1 (stereo not drawn)
15	Cc1cc(=O)oc2c(C)c(OC(C)C(=O)NCc3ccccn3)ccc12 (stereo not drawn)
16	CCOc1ccc2oc(-c3ccccc3)c(C(=O)O)c2c1

screen / no.	9	10	11	12	13	14	15	16
UBC13 polyUb	-8	-20	-5	2	0	2	-11	4
EBI2 block	-3	3	-3	8	-2	28	-9	3
Gli-Sufu block	3	-11	95*	28	-4	9	-6	-3
Jurkat NFkB inh	12	-7	1	4	-7	1	7	-4
SENP8 block	-3	-9	-5	-2	0	1	0	-4
697 NFkB inh	-13	-22	-8	10	-2	17	-2	20
Apaf1 inhib	7	13	-3	6	7	18	12	2
CCR6 antagonist	-4	14	-7	1	-3	2	-7	-13

17	CCOc1ccc(NC(=S)NC(=O)c2c(Cl)cnn2CC)c([N+](=O)[O-])c1
18	COc1ccc(CCNC(=O)C(=O)c2cn(CC(=O)N3CCOCC3)c3ccccc23)cc1OC
19	CC(C)(Oc1ccc(Cl)cc1)C(=O)N(Cc1ccccc1)c1ccccn1
20	O=C(N/N=C/c1ccccc1C(=O)O)c1cccc(S(=O)(=O)N2CCCCC2)c1
21	CCOC(=O)C1CCCN(S(=O)(=O)c2cc(Br)cc3c2N(C(=O)C2CC2)CC3)C1 (stereo not drawn)
22	Cc1ccc(/C=N/N2CCN(C3c4ccccc4-c4ccccc43)CC2)s1
23	Cc1ccc(C(=O)N2CCN(Cc3nc4sc5c(c4c(=O)[nH]3)CCCC5)CC2)cc1
24	O=C(COC(=O)C1=COCCO1)Nc1ccc(Cl)cn1

screen / no.	17	18	19	20	21	22	23	24
UBC13 polyUb	-8	-9	-10	3	2	-15	10	-10
EBI2 block	1	4	20	-15	0	7	44*	1
Gli-Sufu block	1	3	2	-2	7	6	4	-1
Jurkat NFkB inh	-3	-23	1	-13	1	-4	36	1
SENP8 block	-4	-4	-6	-6	-1	-3	2	1
697 NFkB inh	7	-43	-14	-6	-6	-15	-8	7
Apaf1 inhib	9	9	15	1	20	10	18	-12
CCR6 antagonist	36	3	23	1	8	-8	-7	5

25	CC(=O)N1CCN(c2ccc(NC(=O)c3ccc(F)cc3)cc2)CC1
26	COc1ccc(C2c3ccc(O)cc3Oc3ncn(CCN4CCOCC4)c(=N)c32)cc1 (stereo not drawn)
27	Cc1ccccc1OCC(=O)Nc1nnc(C2CC2)s1
28	CCOC(=O)C1CCCN(c2c(NCCCN(CC)c3ccccc3)c(=O)c2=O)C1 (stereo not drawn)
29	Cc1onc(-c2ccccc2)c1C(=O)Nc1ccc(S(=O)(=O)NC2=NCCCCC2)cc1
30	Cc1c(C2(O)CCCCC2)[nH]c2ncccc12
31	CC(=O)Nc1cccc(N(C(=O)C2COc3ccccc3O2)C(C(=O)NC2CCCCC2)c2cn(C)nc2C)c1 (stereo not drawn)
32	NS(=O)(=O)c1ccc(NC(=O)COC(=O)CC2Sc3ccccc3NC2=O)cc1 (stereo not drawn)

screen / no.	25	26	27	28	29	30	31	32
UBC13 polyUb	-5	-2	-10	7	4	10	1	2
EBI2 block	-4	7	3	5	-3	-12	-3	-1
Gli-Sufu block	-7	7	-4	0	-4	0	-6	4
Jurkat NFkB inh	-11	-6	-29	15	-4	-19	9	-14
SENP8 block	-17	2	-8	-2	5	1	4	4
697 NFkB inh	-9	14	-35	14	3	10	14	-17
Apaf1 inhib	10	-19	16	-7	5	-1	-2	3
CCR6 antagonist	7	7	-2	-4	7	2	4	7

33	Cc1ccn2c(=O)nc(SCC(=O)OCc3ccccc3)nc2c1
34	O=C1CC(c2ccccc2)CCc2sccc2N1 (stereo not drawn)
35	COc1ccc(C(=O)NNC(=O)c2cc(C)nc3ccccc23)cc1
36	COC(=O)c1ccccc1S(=O)c1snnc1C (stereo not drawn)
37	Clc1ncccc1-c1nc2ccccc2n1Cc1ccccc1
38	O=c1cc(-c2ccco2)nc(-c2cccs2)o1
39	O=S(=O)(N/N=C/c1ccccc1OCc1ccc(Cl)cc1)c1ccccc1
40	Cc1ccsc1CCNC(=O)C1CCC(=O)N(CCc2cccc(F)c2)C1 (stereo not drawn)

screen / no.	33	34	35	36	37	38	39	40
UBC13 polyUb	-4	12	9	7	-1	-6	-6	-3
EBI2 block	-5	-3	-5	-12	6	3	3	15
Gli-Sufu block	-13	6	-2	6	2	29	-25	·
Jurkat NFkB inh	0	22	5	7	-6	-5	-5	-82
SENP8 block	-4	1	3	4	-11	1	-5	-15
697 NFkB inh	-15	14	13	4	9	0	-21	-100
Apaf1 inhib	11	-23	-11	-7	-2	1	3	11
CCR6 antagonist	1	7	11	0	4	24	25	2

41	COc1cc(OC)cc(C(=O)NCC(=O)OCc2ccc(Cl)c(Cl)c2)c1
42	CCC1CCc2sc(C(=O)OCC(=O)N(CCOC)c3c(N)n(Cc4ccccc4)c(=O)[nH]c3=O)cc2C1 (stereo not drawn)
43	O=C(NCCc1ccccc1Cl)C1CCC(=O)N(CC2CCCCC2)C1 (stereo not drawn)
44	CCc1nnc(NC(=O)c2sc3nc4c(cc3c2N)CCCCCC4)s1
45	OC(COc1ccc(Cl)cc1)CN1CCC(Cc2ccccc2)CC1 (stereo not drawn)
46	CCn1c(N2CCN(Cc3ccc([N+](=O)[O-])cc3)CC2)nc2ccccc21
47	CCN(C(=O)COC(=O)C1=COCCO1)c1ccccc1
48	c1ccc2c(CSCc3nc4ccccc4[nH]3)cccc2c1

screen / no.	41	42	43	44	45	46	47	48
UBC13 polyUb	24	0	-10	4	16	-5	-6	2
EBI2 block	-2	6	-2	0	60*	4	-4	18
Gli-Sufu block	-14	0	-3	-34	10	37	-24	5
Jurkat NFkB inh	16	8	9	-1	5	-7	-6	12
SENP8 block	-10	12	-6	4	2	-9	-6	-5
697 NFkB inh	12	23	-5	-21	-6	7	7	-21
Apaf1 inhib	16	28	15	7	0	6	2	18
CCR6 antagonist	9	2	15	-3	15	20	5	3

Entries of single compounds from above. Order of values: UBC13 polyUb	EBI2 block	Gli-Sufu block	Jurkat NFkB inh	SENP8 block	697 NFkB inh	Apaf1 inhib	CCR6 antagonist
CCC1CCc2sc(C(=O)OCC(=O)N(CCOC)c3c(N)n(Cc4ccccc4)c(=O)[nH]c3=O)cc2C1 (stereo not drawn) is entered as 0	6	0	8	12	23	28	2
CCn1c(N2CCN(Cc3ccc([N+](=O)[O-])cc3)CC2)nc2ccccc21 is entered as -5	4	37	-7	-9	7	6	20

Carrying on:
49	COc1ccc(C2c3ccc4ccccc4c3Oc3ncn(CCN4CCOCC4)c(=N)c32)cc1OC (stereo not drawn)
50	O=C(CNc1ccccc1F)N/N=C/C1CC=CCC1 (stereo not drawn)
51	Cc1cc(C)c2nc(C(F)(F)F)nc(NCCCN3CCCC3=O)c2c1
52	O=C(NC1CCCCC1)c1ccc2c(c1)OCCO2
53	COc1ccc(-c2c(-c3cc(OC)cc(OC)c3)n(C)c3ccc(-c4ccc(SC)cc4)cc23)cc1
54	C=CCn1c(SCC(=O)Nc2c(C)n(C)n(-c3ccccc3)c2=O)nc2sc(C)c(C)c2c1=O
55	Cc1ccc(NC(=O)CC(C)CC(=O)NCc2ccccc2)cc1Cl (stereo not drawn)
56	CCN(C(=O)Cn1c(=O)oc2ccccc21)c1ccc(C)c(C)c1

screen / no.	49	50	51	52	53	54	55	56
UBC13 polyUb	-2	12	9	6	36	14	17	3
EBI2 block	2	11	1	-5	-6	4	3	4
Gli-Sufu block	5	-1	12	-97	-8	-1	-12	-1
Jurkat NFkB inh	12	2	4	-53	-6	4	10	-18
SENP8 block	-1	6	3	0	1	4	2	-7
697 NFkB inh	2	30	-13	-51	10	21	6	-1
Apaf1 inhib	18	-23	-16	-3	0	2	-6	9
CCR6 antagonist	-4	10	8	9	11	9	24	8

57	CCn1c(=O)c2ccccc2n(CC(=O)N2CCCc3ccccc32)c1=O
58	COc1ccc(CC(=O)NC(c2ccccc2)c2ccccc2)cc1S(=O)(=O)N1CCOCC1
59	Cc1cc(C)cc(C(=O)NCC(=O)OCC(=O)NCC(F)(F)F)c1
60	COC(=O)C1=CN(c2ccc(OC)cc2)C=C(C(=O)OC)C1c1ccc([N+](=O)[O-])cc1
61	COc1ccc(C(=O)CSc2nnc(-c3cccs3)n2-c2ccccc2)cc1
62	NS(=O)(=O)c1ccc2nc(NC(=O)C3=COCCO3)sc2c1
63	O=C1/C(=C\c2ccc(Br)o2)Cc2ccccc21

screen / no.	57	58	59	60	61	62	63
UBC13 polyUb	-1	1	5	-15	2	-2	10
EBI2 block	2	-1	-15	5	9	3	9
Gli-Sufu block	2	1	-4	-2	1	-83	17
Jurkat NFkB inh	-4	3	15	14	-11	-76	10
SENP8 block	-8	3	-5	1	-6	-9	43
697 NFkB inh	-13	1	0	-27	-18	-108	-14
Apaf1 inhib	0	20	-1	19	11	-3	2
CCR6 antagonist	9	-5	17	18	-7	17	26

Structural class, the compounds so far with a Cl atom.
10	Clc1ccc(-c2nn3c(C4COc5ccccc5O4)nnc3s2)cc1 (stereo not drawn)
12	CSc1ccc(S(=O)(=O)NCc2ccccc2Cl)cc1
17	CCOc1ccc(NC(=S)NC(=O)c2c(Cl)cnn2CC)c([N+](=O)[O-])c1
19	CC(C)(Oc1ccc(Cl)cc1)C(=O)N(Cc1ccccc1)c1ccccn1
24	O=C(COC(=O)C1=COCCO1)Nc1ccc(Cl)cn1
37	Clc1ncccc1-c1nc2ccccc2n1Cc1ccccc1
39	O=S(=O)(N/N=C/c1ccccc1OCc1ccc(Cl)cc1)c1ccccc1
41	COc1cc(OC)cc(C(=O)NCC(=O)OCc2ccc(Cl)c(Cl)c2)c1
43	O=C(NCCc1ccccc1Cl)C1CCC(=O)N(CC2CCCCC2)C1 (stereo not drawn)
45	OC(COc1ccc(Cl)cc1)CN1CCC(Cc2ccccc2)CC1 (stereo not drawn)

screen / no.	10	12	17	19	24	37	39	41	43	45
UBC13 polyUb	-20	2	-8	-10	-10	-1	-6	24	-10	16
EBI2 block	3	8	1	20	1	6	3	-2	-2	60*
Gli-Sufu block	-11	28	1	2	-1	2	-25	-14	-3	10
Jurkat NFkB inh	-7	4	-3	1	1	-6	-5	16	9	5
SENP8 block	-9	-2	-4	-6	1	-11	-5	-10	-6	2
697 NFkB inh	-22	10	7	-14	7	9	-21	12	-5	-6
Apaf1 inhib	13	6	9	15	-12	-2	3	16	15	0
CCR6 antagonist	14	1	36	23	5	4	25	9	15	15

55	Cc1ccc(NC(=O)CC(C)CC(=O)NCc2ccccc2)cc1Cl (stereo not drawn)

screen / no.	55
UBC13 polyUb	17
EBI2 block	3
Gli-Sufu block	-12
Jurkat NFkB inh	10
SENP8 block	2
697 NFkB inh	6
Apaf1 inhib	-6
CCR6 antagonist	24
